# Plk1 PBD FP: Plk1 polo box domain binding inhibitors, primary screen, biochemical, fluorescence polarization. Plk1 PBD phosphopeptide binding. inhibition, %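 (tested at about 20 µM)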. 97,000 tested, 0.13% active; in the data active = inhibition above about 34%, passing the limit was not always enough
# CYP2C9 inh: blockers of cytochrome P450 2C9 activity – biochemical, luminescence, ADME assay, primary screen. P11712. CYP2C9 Supersomes, luciferin-H conversion. inhibition, % at 5 µM. 96,000 tested, 20% active. AID 777, 2007;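 active = blocking of liver enzyme CYP2C9 beyond about 50% at 5 µM, limit read from the data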; note: values of inactives mirror those of a sister screen read the other way
# PLK1 kinase inh: human PLK1 kinase inhibitors, primary screen, biochemical, TR-FRET | AID 619, 2007 | recombinant PLK1 kinase, TR-FRET peptide phosphorylation | inhibition, % at 10 µM | 97,000 tested, 0.53% active | Serine/threonine-protein kinase PLK1 (Homo sapiens), P53350;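 active = inhibition of 50% or more in the single-concentration screen; inactive = inhibition below 50%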;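 note: 0% = DMSO max control and 100% = H-89 dihydrochloride min control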
# CYP2C9 act: human CYP2C9 activators, primary screen, biochemical, luminescence; recombinant CYP2C9, luciferin-H conversion; hits give high values; factor 1 = untreated enzyme, 0 = blocked; 96,000 tested, 1.4% active; activation factor at 5 µM; AID 1024, 2008;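 active = activation factor of 2 or more for CYP2C9 at a 5 µM dose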;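 note: 0 = sulfaphenazole-blocked wells and 1 = vehicle-only wells; values of inactives mirror those of a sister screen read the other way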
# PLAP activator: PLAP enzyme activators, biochemical, luminescence, HTS | 96,000 tested, 1.2% active | activation fold at 20 µM | purified PLAP enzyme, luminescent substrate read-out; hits give high values; in the data active = activation fold above about 2
# Target sequence (P05187 whole entry, looked up): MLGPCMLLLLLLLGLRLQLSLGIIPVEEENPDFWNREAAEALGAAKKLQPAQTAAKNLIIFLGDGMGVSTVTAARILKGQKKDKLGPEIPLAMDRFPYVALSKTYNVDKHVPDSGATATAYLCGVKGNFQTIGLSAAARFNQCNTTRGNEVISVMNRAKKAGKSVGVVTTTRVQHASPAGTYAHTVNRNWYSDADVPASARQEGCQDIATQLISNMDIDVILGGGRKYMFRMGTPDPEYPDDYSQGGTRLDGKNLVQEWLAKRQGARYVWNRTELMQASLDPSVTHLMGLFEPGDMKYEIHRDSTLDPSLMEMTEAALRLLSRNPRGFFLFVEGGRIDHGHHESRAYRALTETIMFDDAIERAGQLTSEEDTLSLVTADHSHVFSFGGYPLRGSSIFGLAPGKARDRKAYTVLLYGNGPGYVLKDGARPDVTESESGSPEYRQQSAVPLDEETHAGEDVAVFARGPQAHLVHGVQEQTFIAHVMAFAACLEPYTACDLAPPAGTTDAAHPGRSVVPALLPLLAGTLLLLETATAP
# CYP2C19 activ: human CYP2C19 activators, primary screen, biochemical, luminescence; Cytochrome P450 2C19 (Homo sapiens), P33261; 96,000 tested, under 10 active; recombinant CYP2C19, luciferin-H EGE luminescence; hits give high values; 0 = fully inhibited enzyme, 1 = untreated enzyme; activation factor at 5 µM;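 active = activation factor of at least 2 at 5 µM in the primary screen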;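 note: 0 = wells with 2.5 mM tranylcypromine and 1 = vehicle-only wells; values of inactives mirror those of a sister screen read the other way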
# EphB4 ephrin blk: EphB4-ephrin-B2 interaction antagonists, primary screen, biochemical, TNYL-RAW peptide probe, fluorescence polarization | Ephrin type-B receptor 4 (Homo sapiens), P54760 | inhibition, % at 7 µM | AID 720, 2007 | 97,000 tested, 0.15% active | EphB4 LBD / TNYL-RAW-Alexa532 peptide;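 active = inhibition above the screen-wide mean inhibition plus 3 SD, cut at about 15% in these data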;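 note: 0% = DMSO wells and 100% = excess unlabeled TNYL-RAW peptide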
# CYP2C19 inh: blockers of cytochrome P450 2C19 activity – biochemical, luminescence, ADME assay, primary screen; P33261; CYP2C19 Supersomes, luciferin-H EGE luminescence, 30 min; inhibition, % at 5 µM; 96,000 tested, 21% active; AID 778, 2007;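 active = CYP2C19 inhibition above a set limit at 5 µM in the primary screen, cut at about 50% in these data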;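 note: plate controls were negative control wells for no effect and 2.5 mM tranylcypromine positive control for full effect; values of inactives mirror those of a sister screen read the other way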
# HIV Rev-RRE inh: HIV-1 Rev-RRE binding inhibitors, primary screen, biochemical, FRET, protein-RNA interaction. 97,000 tested, 0.79% active. AID 704, 2007. P05866. inhibition, % at 8 µM. Rev peptide-RRE RNA binding;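 active = inhibition above the screen-wide mean plus 3 SD, cut at about 35% in these data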;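 note: 0% = median DMSO wells and 100% = median Neomycin B control wells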
# Target sequence (P05866 whole entry, looked up): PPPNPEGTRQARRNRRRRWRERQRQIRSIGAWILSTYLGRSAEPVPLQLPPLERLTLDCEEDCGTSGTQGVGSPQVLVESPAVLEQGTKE
#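 Test system – labelled RRE RNA duplex and labelled Rev peptide · Reagent – labelled Rev peptide · Doses – one concentration, 8 µM nominal · Incubation – 5 + 15 min at 25 °C · Signal – FRET fluorescence readout · Read-out basis – % inhibition of FRET ratio versus controls · Control set – DMSO wells as 0% and neomycin B wells as 100% inhibition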
# The depositor's hits bear a star; nt = not tested or not shown.
Plk1 PBD FP	CYP2C9 inh	PLK1 kinase inh	CYP2C9 act	PLAP activator	CYP2C19 activ	EphB4 ephrin blk	CYP2C19 inh	HIV Rev-RRE inh	compound
17	22	-13	0.8	0.8	0.7	2	30	3	O=C(COc1ccccc1Cl)Nc1ccc2c(c1)OCCO2
0	75*	-11	0.2	0.9	0.8	-4	21	5	CCOC(=O)C1C(=O)C=C(c2ccc(NS(C)(=O)=O)cc2)CC1c1ccco1 (stereo unspecified)
25	49	2	0.5	0.9	0.7	3	28	-3	COC(=O)c1cn(NC(=O)c2cccc(F)c2)c(=O)c2ccccc12
-19	nt	-23	nt	nt	nt	-2	nt	3	CCOc1ccccc1N(C(=O)Cn1nnnc1-c1ccc(C)o1)C(CC)C(=O)NC(C)(C)C (stereo unspecified)
nt	3	nt	1	1.2	1.1	nt	-14	nt	COCCN1C(=O)C(CC(=O)Nc2ccc(C(=O)O)cc2)SC1=Nc1ccccc1 (stereo unspecified)
27	-2	-6	1	1	1	-1	5	3	O=[N+]([O-])c1ccc(/C=N\N2CCN(c3ccc(Cl)cc3)CC2)cc1
-4	77*	7	0.2	1.1	0.5	-1	50*	5	O=C(CSc1n[nH]c(-c2ccncc2)n1)Nc1ccccn1
-17	nt	-3	nt	nt	nt	5	nt	1	Cc1ccccc1Cn1c(=O)c2c(nc3n2CCCN3Cc2ccccc2)n(C)c1=O
-9	nt	-7	nt	nt	nt	5	nt	4	CN(Cc1ccccc1)C(=O)COc1ccccc1
-12	nt	-4	nt	nt	nt	0	nt	-8	C=CCn1c(C(C)NC(=O)CCC)nc2ccccc21 (stereo unspecified)
nt	-11	nt	1.1	1	1	nt	0	nt	COc1ccc(-n2nc(C(=O)NCc3ccco3)c3c4ccccc4n(C)c3c2=O)cc1Cl
-9	67*	-7	0.3	1	0	6	99*	4	CCOc1ccccc1N1CCN(C(=O)c2ccncc2)CC1
-7	48	-3	0.5	0.8	0.8	4	25	-1	Cc1ccccc1NC(=O)/C(=C/c1ccco1)c1ccccc1
-32	12	-12	0.9	1	1	3	4	1	CCCc1nn2c(=O)c(C(c3cccc(Cl)c3)c3c(O)nc4sc(CCC)nn4c3=O)c(O)nc2s1
20	13	1	0.9	1	1	-1	1	1	Cc1ccc(Cn2c(NCCc3ccccc3)nc3c2c(=O)n(C)c(=O)n3C)cc1
nt	-13	nt	1.1	1	1.1	nt	-9	nt	O=C1CN(C(=O)COC(=O)C2CC(=O)N(Cc3ccco3)C2)c2ccccc2N1 (stereo unspecified)
15	3	-7	1	0.8	1	2	4	3	O=S(=O)(c1ccc(F)cc1)N1CCN(c2ncnc3c2cnn3-c2ccccc2)CC1
7	96*	44	0	0.3	0.5	-5	55*	-8	O=C(CCCn1c(SCC(=O)c2ccc(O)c(O)c2)nc2ccccc2c1=O)NCC1CCCO1 (stereo unspecified)
-9	79*	3	0.2	1.1	0.4	-4	63*	8	Clc1ccc(C(c2nnnn2C2CCCC2)N2CCSCC2)cc1 (stereo unspecified)
6	92*	-16	0.1	1.6	0.6	2	44	4	COc1ccc(S(=O)(=O)N(CC(C)C)CC(C)C)c2cccnc12
-2	76*	47	0.2	1.3	0.3	2	66*	8	Cc1cccnc1Nc1nc(-c2ccc(O)c(O)c2)cs1
4	81*	-10	0.2	1	0.7	6	33	14	CCN(CC)S(=O)(=O)c1ccc(NC(=O)COC(=O)CN2C(=O)c3ccccc3C2=O)cc1
-21	6	-12	0.9	1.1	1	9	2	-3	c1ccc(-c2cccc(-c3ccccn3)n2)nc1
7	50	-7	0.5	1.7	0.7	3	27	7	O=C(NC1CCCC1)c1nc2c(nnn2Cc2ccccc2Cl)c(=O)[nH]1
-19	5	-11	1	0.9	0.9	9	6	7	O=C(c1ccc(F)cc1)N1CCC(N2CCOCC2)CC1
nt	72*	nt	0.3	1.2	1	nt	-1	nt	CCOc1cc2[nH]c(=S)n(CCCCC(=O)NCc3ccco3)c(=O)c2cc1OCC
0	nt	-20	nt	nt	nt	0	nt	7	O=C(Nc1ccc(-c2nc3ncccc3o2)cc1)c1ccc(Br)o1
8	72*	-3	0.3	1.7	0.4	2	64*	3	COc1ccc(C2=Nn3c(nnc3C3CCCCC3)SC2)cc1OC
4	-11	-7	1.1	1.1	1.1	-4	-15	-1	CCn1c(SCC(=O)NCc2ccco2)nnc1-c1ccc(N)cc1
-12	12	-12	0.9	1.6	1	-5	-2	-2	O=C(O)CCC(=O)N1CCc2cc(S(=O)(=O)N3CC=C(c4ccccc4)CC3)ccc21

# Fetched one by one from the entries so far:
Plk1 PBD FP	CYP2C9 inh	PLK1 kinase inh	CYP2C9 act	PLAP activator	CYP2C19 activ	EphB4 ephrin blk	CYP2C19 inh	HIV Rev-RRE inh	compound
6	92*	-16	0.1	1.6	0.6	2	44	4	COc1ccc(S(=O)(=O)N(CC(C)C)CC(C)C)c2cccnc12
8	72*	-3	0.3	1.7	0.4	2	64*	3	COc1ccc(C2=Nn3c(nnc3C3CCCCC3)SC2)cc1OC
7	96*	44	0	0.3	0.5	-5	55*	-8	O=C(CCCn1c(SCC(=O)c2ccc(O)c(O)c2)nc2ccccc2c1=O)NCC1CCCO1 (stereo unspecified)

# (further entries)
Plk1 PBD FP	CYP2C9 inh	PLK1 kinase inh	CYP2C9 act	PLAP activator	CYP2C19 activ	EphB4 ephrin blk	CYP2C19 inh	HIV Rev-RRE inh	compound
-5	5	-9	0.9	1.2	0.9	-8	10	-6	COc1ccc(-c2nc3cc(NC(=O)c4ccc5c(c4)OCO5)ccc3o2)cc1
0	14	-3	0.9	1.1	0.9	4	11	2	COCCn1c(=O)[nH]c2cc(C(=O)NCCc3ccc(OC)c(OC)c3)ccc2c1=O
10	28	-13	0.7	1.1	0.8	-4	19	1	CCCC(=O)NC1=C(C#N)C2(CCCCC2)Cc2ccccc21
-15	-23	-9	1.2	1.4	1.1	-6	-8	4	CNC(=S)NNC(=O)Cn1ccc(C)n1
-4	-1	-9	1	1.1	0.8	7	15	-2	CCC(C)NC(=O)C1c2cc(OC)c(OC)cc2C(=O)N(C)C1c1cccs1 (stereo unspecified)
-1	63*	2	0.4	1.4	0.6	-4	42	-2	Cc1ccc2oc(-c3ccc(NC(=O)c4cccnc4)cc3)nc2c1
-3	4	-9	1	1.2	1.1	5	-6	5	Cc1cccc2c1CC(C)(C)N=C2C1=C(O)CC(C)(C)CC1=O
7	-13	-7	1.1	1.4	0.9	-10	10	5	CC(C)N1C(=S)SC2CS(=O)(=O)C=C21 (stereo unspecified)
7	79*	-11	0.2	1.7	0.6	-7	39	3	CCC(c1nnnn1C(C)(C)C)N1CCN(c2cc(Cl)ccc2C)CC1 (stereo unspecified)
0	6	-2	0.9	0.9	0.2	9	78*	6	O=C1CCCC2=C1C(c1ccccc1)CC(=O)N2c1ccccc1 (stereo unspecified)
-2	0	-11	1	1.2	1.1	-6	-12	0	Cn1c(NCCCO)nc2c1c(=O)n(Cc1ccccc1F)c(=O)n2C
24	94*	-8	0.1	0.8	0.3	-3	70*	6	N#Cc1c(/N=C/c2cccs2)sc2c1CCCCC2
-13	18	-2	0.8	0.7	0.7	-8	30	8	COC(=O)c1ccccc1NC(=O)Nc1ccc2c(c1)OCO2
12	13	-10	0.9	1	0.8	7	20	7	CC(C)C(=O)c1cn(CC(=O)NCC2CCCO2)c2ccccc12 (stereo unspecified)
-18	0	-2	1	0.8	1	2	-4	3	CCOC(=O)/C(N=Nc1ccc(Cl)cc1)=C(/O)c1ccc([N+](=O)[O-])cc1
-20	24	-7	0.8	1.6	0.4	0	63*	5	Cc1ccsc1-c1nc(CSCC(=O)N2CCN(c3ccccc3)CC2)c(C)o1
27	17	-6	0.8	1	0.8	7	18	7	Cn1c(C(=O)Nc2ccccc2)cc2sccc21
-6	nt	-9	nt	nt	nt	4	nt	5	Cc1cccc(OCC(=O)Nc2cc(C)on2)c1
nt	22	nt	0.8	1	0.7	nt	33	nt	CCOC(=O)c1ccccc1NC(=O)CSc1nc2ccccc2o1
23	1	-14	1	0.9	1	1	-3	6	CCC1=Nc2ccccc2-c2nnc(SC)nc2O1
nt	-18	nt	1.2	1	1.2	nt	-19	nt	CC(C)N(C)C1CCN(C(=O)Nc2ccc(Cl)c(Cl)c2)CC1
1	22	-7	0.8	1.1	0.9	3	13	4	CCn1nnnc1SCC(=O)c1ccc(NC(C)=O)cc1
nt	1	nt	1	1	1	nt	-1	nt	CNC(=O)Nc1cccc(NC(=O)NC)n1
11	28	-6	0.7	1.1	0.9	-5	14	7	Clc1cccc(-c2nn3c(Cn4cnc5ccccc54)nnc3s2)c1
-2	-39	2	1.4	1.2	0	8	95*	7	C=CCn1c(SCc2nc3ccccc3nc2C)nnc1-c1ccoc1C
-6	22	-8	0.8	1.5	1.1	-9	-12	4	C=CCSc1n[nH]c2nc3c(c(=O)n12)C1(CCCC1)Cc1ccccc1-3
-2	0	-6	1	1.4	0.9	3	5	1	O=C(CSc1nnc(Cc2ccccc2)n1C1CCCCC1)N1CCOCC1
-2	2	6	1	0.9	0.5	7	50*	9	O=C(O)CCC(=O)Nc1ccc(Br)cn1
18	3	0	1	1.2	1	3	-4	8	O=C1c2ccccc2C(=O)N1CNc1ccccc1
-5	90*	-2	0.1	0.8	0.2	2	83*	14	COc1ccc(Cc2nc(C(=O)Nc3ccc(Cl)cc3)cs2)cc1
24	-10	-8	1.1	1.1	1.1	0	-14	7	CCOC(=O)c1sc(C)c2c(=O)n(CC(=O)c3ccc(Br)cc3)nnc12
12	2	-16	1	1	1	4	3	2	CCc1ccc(-c2nn(Cc3ccccc3)cc2/C=C/C(=O)O)cc1
15	20	-2	0.8	0.9	0.8	5	18	6	O=C(CSc1ccccc1)Nc1ccc(N2CCOCC2)cc1
-12	nt	-11	nt	nt	nt	-6	nt	0	O=C(NCc1cccnc1)c1cccc(NC(=O)c2ccco2)c1
-12	38	-15	0.6	0.9	0.2	1	84*	5	O=C(c1nnc(-c2ccncc2)o1)c1ccccc1Cl
-14	65*	-15	0.3	1.4	0.4	3	59*	3	Cn1c(C(=O)O)c(CC(=O)Nc2ccc3c(c2)OCCO3)c2ccccc21
nt	13	nt	0.9	1.1	0.9	nt	10	nt	CCOC(=O)N1CCC(N2C(=O)c3ccc(C(=O)Nc4ccc(F)cc4F)cc3C2=O)CC1
7	52*	0	0.5	1	0.3	-3	70*	2	CCCN1C(=O)SC(CC(=O)Nc2ccc(Br)cc2)C1=O (stereo unspecified)
14	37	-5	0.6	0.7	0.9	6	7	-4	O=c1oc(-c2ccccc2)nc2c1C1(CCCCC1)Cc1ccccc1-2
-18	nt	-7	nt	nt	nt	4	nt	14	Clc1ccc(SCc2cc(Cl)nc(-c3ccccc3)n2)cc1
nt	4	nt	1	1.1	0.9	nt	7	nt	CCOC(=O)N1CCN(c2c(NCCCOC(C)C)c(=O)c2=O)CC1
3	64*	-10	0.4	1.3	0.4	8	64*	5	N#Cc1nc(-c2ccccc2Cl)oc1NCC1CCCO1 (stereo unspecified)
9	38	-8	0.6	1	0.6	-1	45	0	CCOC(=O)c1sc(=S)n(-c2cc(F)ccc2F)c1N
-2	-6	-8	1.1	1	1	1	-4	4	O=C(Cn1c(NCCO)nc2ccccc21)c1ccco1

# Source: PubChem (several laboratories)
